BoNT-A LC inh2 – blocks Botulinum neurotoxin A light chain protease | actives 0.17% (n = 360,000) | multiplex microsphere protease substrate cleavage, flow cytometry | inhibition, % at 10 µM; in the data active = inhibition above about 30%; inconclusive = no clear call, values can overlap the other calls; note: plate controls were buffer without enzyme for full effect and enzyme alone for no effect
FBA Mtb inh – inhibitors of M. tuberculosis fructose-bisphosphate aldolase. purified M. tuberculosis FBA, fluorescence read-out. P9WQA3. actives 2.3% (n = 360,000). inhibition, % at 1 µM; in the data active = inhibition above about 27%;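 note: 0% = vehicle and 100% = reference inhibitor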
Target sequence (P9WQA3 whole entry, looked up): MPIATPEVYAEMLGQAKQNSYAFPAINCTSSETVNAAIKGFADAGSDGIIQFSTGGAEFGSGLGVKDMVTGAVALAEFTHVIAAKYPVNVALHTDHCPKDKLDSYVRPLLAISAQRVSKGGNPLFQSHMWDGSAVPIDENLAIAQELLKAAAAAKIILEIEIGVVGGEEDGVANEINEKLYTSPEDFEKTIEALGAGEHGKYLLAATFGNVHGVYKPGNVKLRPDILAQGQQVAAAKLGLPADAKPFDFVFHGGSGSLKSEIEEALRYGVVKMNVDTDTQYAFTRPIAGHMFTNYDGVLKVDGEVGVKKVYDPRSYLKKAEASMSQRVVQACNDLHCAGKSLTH
UGM FP inh – inhibitors of M. tuberculosis UDP-galactopyranose mutase. P9WIQ1. purified UGM, fluorescence polarization probe displacement. inhibition, % at 10 µM. actives 0.06% (n = 320,000). AID 504406; in the data active = inhibition above about 10%, passing the limit was not always enough; inconclusive = no clear call, values can overlap the other calls
Target sequence (P9WIQ1 whole entry, looked up): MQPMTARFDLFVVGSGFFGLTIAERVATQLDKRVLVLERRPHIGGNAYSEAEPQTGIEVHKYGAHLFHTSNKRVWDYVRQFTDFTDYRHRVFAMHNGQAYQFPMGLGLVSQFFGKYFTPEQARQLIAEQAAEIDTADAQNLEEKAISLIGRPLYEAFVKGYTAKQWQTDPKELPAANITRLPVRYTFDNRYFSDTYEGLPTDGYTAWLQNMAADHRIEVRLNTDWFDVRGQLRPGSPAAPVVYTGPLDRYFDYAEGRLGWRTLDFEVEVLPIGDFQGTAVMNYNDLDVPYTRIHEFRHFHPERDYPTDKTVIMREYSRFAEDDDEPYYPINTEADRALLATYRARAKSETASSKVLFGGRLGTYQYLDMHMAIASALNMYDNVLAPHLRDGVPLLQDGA
FadD28 binding – blocks FadD28 binding to the bisubstrate probe; AID 588549; fluorescence polarization; inhibition, % at 12.5 µM; actives 0.22% (n = 360,000); in the data active = inhibition above about 8.5%, passing the limit was not always enough; inconclusive = no clear call, values can overlap the other calls
CCHF vOTU inh – blocks the CCHF virus ovarian tumor domain protease | inhibition, % at 11.5 µM | CCHFV vOTU protease, Pep-AMC fluorescence | AID 651958 | actives 0.55% (n = 370,000); note: 0% = vehicle wells with enzyme and 100% = no enzyme wells
PrPC TRFRET – inhibitors of human cell surface prion protein PrPC; inhibition, % at 13.8 µM; actives 0.43% (n = 370,000); TR-FRET read-out; P04156; in the data active = inhibition above about 24%; note: 0% = median of the test wells and 100% = reference compound wells
BioA inh – blocks M. tuberculosis BioA enzyme activity. purified M. tuberculosis BioA enzyme, plate reader. inhibition, % at 9.99 µM. actives 0.096% (n = 360,000). AID 602481; in the data active = inhibition above about 40%; inconclusive = no clear call, values can overlap the other calls
GDH-TPI counter – GDH-TPI coupled enzyme inhibition counter-screen. GDH-TPI coupled enzyme counterscreen, NADH absorbance. inhibition, % at 4.8 µM. actives 1.2% (n = 360,000). AID 588335;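 note: 0% = DMSO wells and 100% = wells lacking the enzyme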
BoNT F protease – BoNT F light chain protease inhibition. Multiplex microsphere protease cleavage assay, flow cytometry. inhibition, % at 10 µM. actives 0.22% (n = 360,000); in the data active = inhibition above about 35%, passing the limit was not always enough; inconclusive = no clear call, values can overlap the other calls; note: plate controls were buffer without enzyme for full effect and enzyme alone for no effect
* marks the source's active call; other numbers are inactive results; ? = inconclusive; / = no result given. Cut-off read from the data, not from the text of the source, unless noted: active = inhibition above about 30%; inactive = the rest. Hits appear at their usual frequency. About 4.8% of those tested had a hit in this group.

SMILES	BoNT-A LC inh2	FBA Mtb inh	UGM FP inh	FadD28 binding	CCHF vOTU inh	PrPC TRFRET	BioA inh	GDH-TPI counter	BoNT F protease
O=C(CSc1nnc(CNC(=O)c2ccccc2F)o1)NCC1CCCO1 (configuration not stated)	0.8	-2	4.0	-1.4	-4	4	3.2	7	9
COc1ccccc1/C=N/Nc1cc(N(C)C)nc(N(C)C)n1	-0.6	-6	0.7	-0.6	13	4	/	17	-4
Cc1ccc2oc(C(=O)Nc3nnc(CC(C)C)s3)c(C)c2c1	1.3	1	-2.1	0.2	-4	-1	-0.3	-1	-4
CCCCNC(=O)N1CCc2[nH]c3ccccc3c2C1	-1.0	1	-0.1	0.5	4	0	0.0	4	-12
CC(=O)N1CC(C)Sc2ccc(S(=O)(=O)NCCc3ccc(C)cc3)cc21 (configuration not stated)	1.1	0	2.3	-2.5	5	15	2.3	0	0
OC(CNC1CCCC1)COc1ccc(-c2ccccc2)cc1 (configuration not stated)	0.2	5	2.1	-2.7	0	-5	/	0	-1
CCCOc1ccc(Br)cc1/C=N/O	0.0	2	0.5	-1.4	6	4	/	-3	-2
O=C(Nc1ccc(S(=O)(=O)N2CCCC2)cc1)c1cc(=O)c2ccccc2o1	-0.4	6	1.5	-0.8	-4	5	-2.0	10	1
COC(=O)C1=C(c2ccc(S(C)(=O)=O)cc2)C[C@@H]2CC[C@H]1N2C(=O)NC(C)C	0.4	-2	3.8	-1.2	1	6	-0.4	-4	13
Oc1ccc(N=Nc2ccccc2)o1	0.6	-6	0.2	-2.9	-7	12	-1.9	2	-1
COc1ccc(NC(=O)c2ccc([N+](=O)[O-])cc2[N+](=O)[O-])c(OC)c1	-0.1	-4	-0.6	-4.3	-6	-24	/	-6	-9
COc1ccc(N2CCN(C(CNC(=O)c3ccc4c(c3)OCO4)c3cccnc3)CC2)cc1 (configuration not stated)	0.4	-2	-1.9	0.8	1	-1	0.3	-3	-6
Cc1c(NS(=O)(=O)c2ccccc2F)c(=O)n(-c2ccccc2)n1C	2.0	2	-2.2	0.1	6	5	-2.3	12	0
COc1cccc(CNS(=O)(=O)c2ccc3c(c2)N(C(C)=O)CCS3)c1	-1.2	-1	0.6	-5.7	9	12	-0.3	0	-1
CCCCCNC(=O)C(C#N)c1nc2ccccc2nc1N1CCCC1 (configuration not stated)	3.0	9	-1.7	-0.5	/	/	-3.0	16	1
O=C(COc1ccccc1Cl)Nc1nc(-c2ccncc2)cs1	-0.5	0	0.4	-2.7	5	10	0.2	4	-9
CCCN(CC)c1ncnc2[nH]ncc12	-0.3	1	/	-1.3	-9	4	0.0	-1	-2
Cn1c(=O)c2c(nc(CN3CCN(C(=O)c4ccco4)CC3)n2Cc2ccccc2F)n(C)c1=O	-0.9	1	0.0	-0.2	-5	-2	-4.2	12	-9
S=C(NCCSCc1ccc(Cl)c(Cl)c1)Nc1ccccc1	-1.0	0	0.0	-2.9	7	8	3.7	4	-21
O=c1cc(COc2ncnc3c(Cl)cc(Cl)cc23)nc2sccn12	-1.3	-2	-2.3	-0.8	-7	-3	/	7	-13
O=C(NC1CCCCCC1)C1CCN(S(=O)(=O)c2c(Cl)cccc2Cl)CC1	-1.2	0	4.2	-3.9	6	-3	-0.2	-6	2
Cc1cccc(OC(C)C(=O)Nc2nc(-c3ccncc3)cs2)c1 (configuration not stated)	-1.9	-1	/	-3.3	-1	4	3.1	-4	0
Cc1ccc(NC(=O)c2ccc(OC(=O)COc3ccc(Cl)cc3C)cc2)cc1	-0.7	2	2.3	1.9	2	1	/	-3	1
Cc1ccccc1CNC(=O)CN(c1cccc([N+](=O)[O-])c1)S(C)(=O)=O	0.0	-1	0.8	-0.3	7	-10	2.0	-3	0
CCN(CC)S(=O)(=O)c1ccc(/C=C/C(=O)Nc2ccccc2N2CCOCC2)cc1	-0.8	-2	1.5	-2.1	8	7	-1.8	10	3
CCN(C[C@H]1N[C@@](Cc2ccccc2)(C(=O)OC)[C@H]2C(=O)N(C)C(=O)[C@@H]12)C(=O)c1ccc(C(C)(C)C)cc1	-0.6	-5	/	-1.7	1	11	0.3	-1	-3
COc1ccc(CC(=O)OCC(=O)Nc2ccc(F)cc2)cc1	0.4	-1	/	-0.6	-1	-2	-2.1	2	14
CCNc1nc2c(c(=O)n(Cc3ccccc3)c(=O)n2C)n1Cc1ccccc1	0.4	-4	1.5	-1.8	3	-1	6.1	-17	-6
Cc1cccc(N2N=C(C(=O)N3CC(=O)Nc4ccccc43)CCC2=O)c1	0.1	4	1.2	-1.8	-13	-4	/	4	-3
O=C(c1ccco1)N(CCC(c1ccccc1)c1ccco1)Cc1ccc(F)cc1 (configuration not stated)	-0.3	-1	-2.2	-3.4	/	/	-0.2	5	0
COc1ccccc1Cn1c(CCCO)nc2ccccc21	0.4	-2	1.3	-1.3	3	-1	-3.5	7	-11
CC(C)CN(CCNC(=O)CN1C(=O)COc2ccc(S(=O)(=O)N3CCOCC3)cc21)CC(C)C	0.2	1	-1.9	-0.5	-2	-5	-0.3	8	-2
Cc1cccc2sc(NC(=O)C3CCCO3)nc12 (configuration not stated)	0.4	1	2.9	-0.7	5	-2	-1.1	13	11
COc1ccccc1C(=O)NC1CCCc2ccccc21 (configuration not stated)	1.4	-7	-0.2	-0.6	-3	5	/	1	-2
O=C(c1ccco1)N1CCN(C2CN(C3CCCCC3)S(=O)(=O)C2)CC1 (configuration not stated)	-1.0	-4	/	-22	19	-6	1.4	/	-13
CCOC(=O)c1ccc(NC(=O)NCc2cccnc2)cc1	-0.3	-1	-0.6	-2.7	1	-2	1.0	7	12
CCCCCCNS(=O)(=O)c1nc2nc(C)cc(C)n2n1	-0.7	1	-1.4	-0.3	6	5	0.5	0	0
O=C(COc1ccc(F)c(Cl)c1)NC(=O)NC1CCCC1	0.4	-2	/	-1.2	6	7	-1.3	-2	3
COc1cc2c(cc1OC)CN(C(=O)c1ccc(OC)c([N+](=O)[O-])c1)CC2	-0.6	1	2.2	1.3	-6	-9	/	4	2
Cn1c(N)c(C(=O)COC(=O)COc2ccc(Cl)cc2Cl)c(=O)n(C)c1=O	-1.2	4	5.5	-1.6	-19	6	-0.4	6	-10
Cc1ccc(S(=O)(=O)N(C)C)cc1NC(=O)CSc1nnnn1-c1ccc(O)cc1	-0.8	4	-0.3	?	2	-2	0.5	-9	-1
O=C(NCc1ccc(F)cc1F)[C@@H]1CCCN1C(=O)[C@@H]1CCCN1C(=O)c1ccc(Cl)cc1	-0.3	/	/	/	3	-7	/	/	-2
COC(=O)c1cn(NC(=O)c2ccc(F)cc2)c(=O)c2ccccc12	3.3	2	-1.2	-0.6	-1	3	/	-5	28
COc1cccc(-c2cc(NC=O)c3ncc(-c4ccc(C(C)=O)cc4)n3c2)c1	0.4	2	/	-0.6	-3	-9	-1.5	17	3
Cc1n[nH]c2ccc(Br)cc2c1=O	0.0	3	/	-1.0	-2	5	-1.6	27	0
N#Cc1ccccc1NC(=O)CSc1ccc([N+](=O)[O-])cn1	-0.7	4	-0.4	1.0	14	-9	/	11	-4
O=C(c1ccccn1)N1N=C2/C(=C/c3ccc(F)cc3)CCCC2C1c1ccc(F)cc1 (configuration not stated)	-1.1	2	/	-2.8	8	1	-0.9	0	-9
Cc1cc2nnc(SC(C)C#N)n2c2ccccc12 (configuration not stated)	1.9	3	3.2	2.5	-3	-9	2.5	10	6
COc1cc(/C=N/NC(=O)C(N)=O)ccc1OCC(=O)N1C(C)CCCC1C (configuration not stated)	1.0	2	0.9	-0.5	10	-1	/	11	10
CCOc1ccccc1NC(=O)c1cc(=O)[nH]c2ccc(S(=O)(=O)N3CCOCC3)cc12	-0.6	0	2.2	-0.9	0	-4	-1.3	10	-8

Random excerpt: four entries already listed
SMILES	BoNT-A LC inh2	FBA Mtb inh	UGM FP inh	FadD28 binding	CCHF vOTU inh	PrPC TRFRET	BioA inh	GDH-TPI counter	BoNT F protease
CCOc1ccccc1NC(=O)c1cc(=O)[nH]c2ccc(S(=O)(=O)N3CCOCC3)cc12	-0.6	0	2.2	-0.9	0	-4	-1.3	10	-8
O=C(c1ccccn1)N1N=C2/C(=C/c3ccc(F)cc3)CCCC2C1c1ccc(F)cc1 (configuration not stated)	-1.1	2	/	-2.8	8	1	-0.9	0	-9
Cc1ccc(S(=O)(=O)N(C)C)cc1NC(=O)CSc1nnnn1-c1ccc(O)cc1	-0.8	4	-0.3	?	2	-2	0.5	-9	-1
COC(=O)c1cn(NC(=O)c2ccc(F)cc2)c(=O)c2ccccc12	3.3	2	-1.2	-0.6	-1	3	/	-5	28

New compounds follow
SMILES	BoNT-A LC inh2	FBA Mtb inh	UGM FP inh	FadD28 binding	CCHF vOTU inh	PrPC TRFRET	BioA inh	GDH-TPI counter	BoNT F protease
COc1cc(C(O)c2nc(-c3ccc(F)cc3OC)cs2)ccc1F (configuration not stated)	-0.5	-3	/	-3.0	22	-1	-0.2	-1	-9
CC(C)C(c1nnnn1C(C)(C)C)N1CCC(Cc2ccccc2)CC1 (configuration not stated)	?	-1	-0.2	-3.2	-8	-3	-0.9	-2	?
COc1ccc(-c2nc(CSCC(=O)NCc3ccc4c(c3)OCO4)c(C)o2)cc1OC	-0.2	0	-2.3	-1.5	0	3	4.8	5	1
O=[N+]([O-])[N-][n+]1cnn(Cc2ccccc2)c1	-0.1	0	-4.1	-1.4	-9	2	/	3	5
CS(=O)(=O)N1CCN(Cc2ccc(C(F)(F)F)cc2)CC1	-1.3	3	3.5	-0.7	-5	2	/	6	8
Cc1ccccc1-c1nsc(SCC(=O)Nc2ccc3c(c2)OCO3)n1	0.1	4	4.5	-0.7	-1	2	/	-4	-3
CC(Oc1ccc2ccccc2c1)C(=O)N/N=C/c1cccnc1 (configuration not stated)	-1.8	0	-0.9	-5.1	4	3	36	0	-23
COc1cc(C(=O)OCc2cccc(OC)c2OC)ccc1OCC(=O)N1CCOCC1	-1.2	1	2.2	-1.0	-1	4	0.9	-3	-11
CN(C)C(=O)N1CCC(C(=O)NC2CCCCCCC2)CC1	-1.1	-3	0.5	-4.2	-23	-3	0.2	-3	-4
Cc1ccc2c(c1)N(CCC(=O)NCc1cccs1)C(=O)C(C)O2 (configuration not stated)	-0.5	-1	1.3	-0.6	-8	-1	/	6	-7

Compounds from the list above that contain bromine:
SMILES	BoNT-A LC inh2	FBA Mtb inh	UGM FP inh	FadD28 binding	CCHF vOTU inh	PrPC TRFRET	BioA inh	GDH-TPI counter	BoNT F protease
CCCOc1ccc(Br)cc1/C=N/O	0.0	2	0.5	-1.4	6	4	/	-3	-2
Cc1n[nH]c2ccc(Br)cc2c1=O	0.0	3	/	-1.0	-2	5	-1.6	27	0

Further results.
SMILES	BoNT-A LC inh2	FBA Mtb inh	UGM FP inh	FadD28 binding	CCHF vOTU inh	PrPC TRFRET	BioA inh	GDH-TPI counter	BoNT F protease
COc1cc(C(=O)NC(=S)Nc2ccc3[nH]c(=O)[nH]c3c2)cc(OC)c1OC	-2.4	-4	-0.5	-5.5	3	13	0.1	5	4
COc1ccc(C2NC(c3ccc(OC)c(OC)c3OC)C(C)C(=O)C2C)c(OC)c1OC (configuration not stated)	0.4	4	0.5	-1.6	7	6	1.6	4	4
O=C(O)CCCC(=O)Nc1ccc(Br)cc1	0.2	0	0.7	-0.1	2	0	0.6	9	0
CCN(CC)Cc1c(NC(=O)c2ccccc2)sc(C)c1C	-0.1	0	0.8	-0.2	1	-7	/	5	2
O=C1NC(=S)SC1=Cc1ccccc1Cl	0.1	2	/	-9.3	11	2	/	42*	-5
Cc1cccc(-c2nnc(SCC(=O)NC3CC3)n2C)c1	-1.0	3	-2.7	-1.9	5	-2	0.6	-1	-3
CC(=O)Nc1ccc(N(C(=O)Cn2nnc3ccccc32)C(C(=O)NC2CCCC2)c2ccc(O)c(O)c2)cc1 (configuration not stated)	-1.5	-1	0.3	1.1	7	-4	/	0	-1
O=C(Cc1ccc(F)cc1)Nc1ccc(Cl)cn1	-1.6	1	1.8	-1.5	5	9	-0.8	-2	10
CCOc1ccc2nc(NC(=O)NC3CCCCC3)sc2c1	0.4	2	/	0.1	-17	-3	-3.0	2	4
CCOC(=O)N1CCN(S(=O)(=O)c2ccc3c(c2)oc(=O)n3C)CC1	-2.8	0	0.2	-3.0	-5	1	-1.6	-3	-14
COc1cccc(-c2cc(C(=O)Nc3c(C)nn(Cc4ccccc4C)c3C)no2)c1	3.9	-1	3.2	-4.5	-3	5	-0.2	8	4

Assay outcomes from PubChem.
